EphA4 KYL inhibition: inhibitors of EphA4 binding to KYL peptide, primary screen, biochemical, colorimetric, mouse EphA4 (AID 689). 0.1% of 62,000 active. Ephrin type-A receptor 4 (Mus musculus). EphA4-AP binding to KYL peptide, pNPP A405; higher % means a stronger effect. one-dose inhibition, % at 10 µM; IC50 in µM for titrated hits; in the data active = a potency from the dose series; inactive = the rest, 99 in 100 with inhibition below about 22%
* hit, by the source's call; & = joins results of further samples.

item | EphA4 KYL inhibition | canonical_smiles
1 | -4% | COc1ccc(C2C(C(=O)Nc3ccccc3)=C(C)Nc3nc(CCCO)nn32)cc1 (stereo not drawn)
2 | 16% | CCOc1ccc(CCNC(=O)C2CCCN(S(=O)(=O)c3c(C)n[nH]c3C)C2)cc1OCC (stereo not drawn)
3 | 5% | CCOc1ccc(NC(=O)Nc2nnc(CC)s2)cc1
4 | -9% | O=S(=O)(c1ccc(Nc2ccc3c(c2)OCO3)nc1)N1CCOCC1
5 | -3% | Cc1c(NC(=O)c2cc3nc(-c4ccc(Cl)cc4)cc(C(F)(F)F)n3n2)c(=O)n(-c2ccccc2)n1C
6 | 8% | CCCOP(=O)(OCCC)C(Nc1ccc(Cl)cc1)c1ccc(Br)cc1 (stereo not drawn)
7 | 1% | O=S(=O)(NCC1CCCO1)c1ccc(S(=O)(=O)N2CCCC2)cc1 (stereo not drawn)
8 | 2% | NC(CC(=O)OC1CCCCC1)C(=O)OC1CCCCC1 (stereo not drawn)
9 | 0% | CCOC(=O)c1c(NC(=O)c2ccc(F)cc2)sc(C(=O)Nc2cc(C(F)(F)F)ccc2Cl)c1C
10 | -14% | Cc1ccc(S(=O)(=O)NCc2ccc(C(=O)N3CCN(Cc4ccccc4)CC3)cc2)cc1
11 | 5% | COc1cc(Nc2nc3ccccc3n3nnnc23)cc(OC)c1OC
12 | -4% | Cc1c(Cl)cccc1-c1ccc(C(=O)N2CCN(c3ccc([N+](=O)[O-])cc3)CC2)o1
13 | -14% | CC(=O)c1c(O)cc(=O)n(-c2ccccc2)c1-c1cccc2ccccc12
14 | -17% | Cc1nc(=O)cc(-c2ccccc2)n1-c1ccccc1
15 | 8% | CCOC(=O)CCc1c(C)nc2cc(-c3ccc(Br)cc3)[nH]n2c1=O
16 | -3% | Cc1cc(C)c(S(=O)(=O)Nc2ccc(C(C)C)cc2)c(C)c1
17 | -8% | Cc1ccccc1C(=O)c1c[nH]c(C(N)=O)c1
18 | -3% | O=C1OCC(Cn2c3ccccc3c3ccccc32)O1 (stereo not drawn)
19 | -6% | COc1ccc(CC(=O)Nc2c3c(nn2-c2cccc(C)c2C)CS(=O)C3)cc1 (stereo not drawn)
20 | -17% | Cc1cc(C)cc(-n2c(C)cc(C=C(C#N)C#N)c2C)c1
21 | -6% | C=CCNC(=O)C12CC3(C)CC(C)(CC(C)(C3)C1)C2
22 | 3% | Cc1nn(-c2ccccc2)c(Oc2ccc(F)cc2)c1/C=N/n1cnnc1
23 | 1% | CCNC(=O)c1nc[nH]c1C(=O)NCC
24 | 4% | Cc1ccc(/C=N/n2nnnc2N)cc1

Copied from the list:
#15 in EphA4 KYL inhibition shows 8%
#23 in EphA4 KYL inhibition shows 1%
#13 in EphA4 KYL inhibition shows -14%
#14 in EphA4 KYL inhibition shows -17%

Next part.
item | EphA4 KYL inhibition | canonical_smiles
25 | 0% | c1ccn2c(SCc3ccc4c(c3)OCO4)nnc2c1
26 | -14% | COc1ccc(C(=O)Cn2c(Br)nc3c2c(=O)n(C)c(=O)n3C)cc1
27 | -1% | COc1ccccc1-n1c(SC)nc(O)cc1=O
28 | 6% | O=C(O)CCCC(=O)Nc1ccn(-c2ccccc2)n1
29 | -8% | CC(C)n1nnnc1SCC(=O)N1CCOCC1
30 | -8% | Cc1nc2ccc(S(=O)(=O)NCC(=O)N3CCN(c4ccccc4)CC3)cc2s1
31 | -4% | O=C(O)c1cccc(S(=O)(=O)N2CCSCC2)c1
32 | -1% | CCOC(=O)C1=C(C)NC2=C(C(=O)c3ccccc32)C1c1ccc(OCc2ccccc2)cc1 (stereo not drawn)
33 | 10% | COc1ccc(C(c2nnnn2Cc2cccs2)N2CCN(c3ccccc3)CC2)cc1OC (stereo not drawn)
34 | -7% | O=C(CCNS(=O)(=O)c1cccc2nsnc12)N1CC(=O)N(CCc2ccccc2)C(=O)C1
35 | -3% | COc1ccc(-c2nnc(-c3cccc(C)c3)o2)cc1
36 | -7% | C(=N\N1CCN(Cc2cccc3ccccc23)CC1)/c1cccnc1
37 | -17% | O=C(CSc1ncnc2ccccc12)Nc1ccc(N2CCOCC2)cc1
38 | -17% | CCNC(=O)c1c(NC(C)=O)sc2c1CCCC2
39 | -21% | Cc1cc(C)c2nc(C(F)(F)F)nc(NCCCN3CCOCC3)c2c1
40 | -4% | COc1ccc(-n2c(C)c([N+](=O)[O-])c3ccc(O)c(CN4CCCCC4)c32)cc1
41 | -9% | Cc1cc(C)c2nc(N3CCC(C(=O)N4CCN(c5ncccn5)CC4)CC3)sc2c1
42 | -12% | Cn1c(Cc2cccc3ccccc23)nnc1SCC(=O)N1CCN(c2ccccc2)CC1
43 | 3% | Cc1ccc(OCCOCCn2ccnc2)c(Br)c1
44 | -12% | Cc1ccc(-n2ncc(N(C)C)c(Cl)c2=O)cc1
45 | 7% | O=C1c2sc3nc4c(c(=O)n3c2C(=O)N1c1ccccc1)CCC4
46 | -14% | OCCNCCCCCOc1ccc(F)cc1
47 | 3% | CCCC(=O)c1c(NC)cc(C)oc1=O
48 | -7% | CC(=O)c1ccc(NC(=S)NC(NC(=O)c2ccc(C)cc2)C(Cl)(Cl)Cl)cc1 (stereo not drawn)

Sorted by number of heavy atoms (ascending): 3 of the compounds above
item | EphA4 KYL inhibition | canonical_smiles
44 | -12% | Cc1ccc(-n2ncc(N(C)C)c(Cl)c2=O)cc1
4 | -9% | O=S(=O)(c1ccc(Nc2ccc3c(c2)OCO3)nc1)N1CCOCC1
1 | -4% | COc1ccc(C2C(C(=O)Nc3ccccc3)=C(C)Nc3nc(CCCO)nn32)cc1 (stereo not drawn)

The main list resumes, repeating the two entries before the break.
item | EphA4 KYL inhibition | canonical_smiles
47 | 3% | CCCC(=O)c1c(NC)cc(C)oc1=O
48 | -7% | CC(=O)c1ccc(NC(=S)NC(NC(=O)c2ccc(C)cc2)C(Cl)(Cl)Cl)cc1 (stereo not drawn)
49 | 6% | C=CCNC(=O)c1cc(Cl)ccc1Cl
50 | 7% | N#CC(c1ccccc1)c1ccc(C(=O)c2ccc(F)cc2)cc1 (stereo not drawn)
51 | -6% | Cc1ccc(-n2c(C)cc(C(=O)CSc3n[nH]c(N)n3)c2C)cc1
52 | 3% | Cc1ccc(SCCC(=O)N2CCC(C(N)=O)CC2)cc1
53 | 1% | CCCCn1c(NC(=O)c2ccccc2Cl)c(C#N)c2nc3ccccc3nc21
54 | 1% | CCc1nc2ccccc2n(CCOCCOCCn2c(=O)c(CC)nc3ccccc32)c1=O
55 | 12% | Cc1nc2ccccc2nc1OCC(=O)N1CCN(c2ccccc2)CC1
56 | -10% | CCC(NC(=O)Nc1ncccc1C)(C(F)(F)F)C(F)(F)F
57 | -4% | CCCn1nnnc1SCC(=O)Nc1ccc(F)cc1
58 | -5% | Cc1c(Cl)cccc1-n1c(SCC(=O)NCc2cccs2)nnc1-c1ccncc1
59 | -11% | CN(C)c1nc(N2CCOCC2)nc(N(c2ccccc2)c2ccccc2)n1
60 | 1% | Cc1noc(C)c1CSCC(=O)OCC(=O)NC1CCCCC1
61 | 7% | O=C(O)CC(NS(=O)(=O)c1cc(Cl)ccc1Cl)c1ccccc1 (stereo not drawn)
62 | -6% | O=c1c2ccccc2nc2n1CCCS2
63 | 3% | O=C(O)c1ccc(NC(=O)c2cc(NC(=O)c3ccc(C(=O)O)cc3)cc(C(=O)Nc3ccc([N+](=O)[O-])cc3)c2)cc1
64 | -18% | CN(C)c1[nH]c(=O)c(C#N)c2c1CCN2Cc1ccccc1
65 | 10% | COc1ccc(-c2cc(C(=O)NCc3ccccc3)no2)cc1OC
66 | 10% | Cc1sc(NC(=O)c2cccs2)nc1-c1ccccc1
67 | 12% | COc1ccc(Cl)c(NC(=O)Cn2nnc(-c3ccccc3N)n2)c1
68 | -3% | CCCCCOc1ccc(C(=O)N(Cc2ccco2)C2CCS(=O)(=O)C2)cc1 (stereo not drawn)
69 | 1% | Cc1cc(C)cc(OC(=O)CS(=O)c2ccc(C(F)(F)F)cc2[N+](=O)[O-])c1 (stereo not drawn)
70 | -8% | Cc1cc(=O)oc2ccc(OCC(=O)N3CCc4ccccc43)cc12
71 | -1% | CCOC(=O)CSC1=Nc2ccccc2C2=NC(CC(=O)NCc3ccccc3)C(=O)N12 (stereo not drawn)
72 | -5% | COc1ccc(-c2nnc(SCC(=O)Nc3cccc(Cl)c3)o2)cc1
73 | 6% | CN1CCN(S(=O)(=O)c2ccc(NC(=O)C(C)(C)C)cc2)CC1
74 | -6%&-13% | N/C(=N\S(=O)(=O)c1ccccc1)c1ccccc1
75 | 2% | O=S1(=O)C=C(SCc2ccccc2)Nc2ccccc21
76 | 1% | COC(=O)c1ccc(OC(=O)c2ccco2)cc1
77 | -18% | Clc1ccc(CSc2nnc(-c3ccncc3)o2)cc1
78 | -3% | COc1ccccc1OCCn1c(C(C)O)nc2ccccc21 (stereo not drawn)
79 | -20% | O=C1c2ccccc2NC2CCCCC12 (stereo not drawn)
80 | -5% | CC(C)n1c(=S)[nH]c2c1c(=O)n(C)c(=O)n2C
81 | -13% | COC(=O)c1cc(=O)n(C2CC2)c(=NC2CC2)s1
82 | 4% | CCCCNC(=O)c1ccc(CS(=O)(=O)c2ccc(OC)cc2)o1
83 | -4%&0% | Cc1cc(C)n(CC(=O)n2c3ccccc3c3ccccc32)n1
84 | 3% | CCCCSc1nnc([C@@H]2CCCN2C(=O)OC(C)(C)C)o1

The final six compounds of the section above lead into the next:
item | EphA4 KYL inhibition | canonical_smiles
79 | -20% | O=C1c2ccccc2NC2CCCCC12 (stereo not drawn)
80 | -5% | CC(C)n1c(=S)[nH]c2c1c(=O)n(C)c(=O)n2C
81 | -13% | COC(=O)c1cc(=O)n(C2CC2)c(=NC2CC2)s1
82 | 4% | CCCCNC(=O)c1ccc(CS(=O)(=O)c2ccc(OC)cc2)o1
83 | -4%&0% | Cc1cc(C)n(CC(=O)n2c3ccccc3c3ccccc32)n1
84 | 3% | CCCCSc1nnc([C@@H]2CCCN2C(=O)OC(C)(C)C)o1
85 | -3% | COc1ccc(N2C(=O)c3ccccc3NC2c2ccccc2)cc1 (stereo not drawn)
86 | 17% | Cc1ccc(C2C(C#N)=C(N)SC(N)=C2C#N)cc1
87 | 2% | CCOC(=O)c1c(-c2ccccc2)oc2ccc(OCC(=O)C(C)(C)C)cc12
88 | -16% | CCS(=O)(=O)Nc1ccc(C(=O)CC2(O)C(=O)Nc3ccc(Br)cc32)cc1 (stereo not drawn)
89 | 1% | CC(=O)N1CCc2cc(S(=O)(=O)N3CCOCC3)ccc21
90 | -9% | CCN(CC)C(=O)CSc1ncnc2c1nnn2-c1ccc(F)cc1
91 | -2% | C=CCSc1nnc2nc3c(nn12)c1cc(C)ccc1n3CC=C
92 | -10% | COc1ccc(N=C2S/C(=C\c3cc(C)n(C)c3C)C(=O)N2C)cc1
93 | -6% | CC(=O)C1=C(C)NC(C)=C(C(C)=O)C1c1cn(-c2ccccc2)nc1-c1cccs1
94 | 0% | Cc1ccc(Nc2nc(Nc3ccc(C)cc3)nc(SC3=NCCS3)n2)cc1
95 | -1% | COc1ccc(OCC(=O)Nc2cccc3cccnc23)cc1
96 | -6% | Cc1ccc(-c2nn(-c3ccccc3)cc2/C=N/NC(=O)CSc2nnc(C)n2-c2ccccc2)cc1
97 | -24% | CCCCC(=O)NC(Nc1ccc(C)cn1)(C(=O)OCC)C(F)(F)F (stereo not drawn)
98 | 5% | CC(=O)Nc1ccc(S(=O)(=O)Nc2nc3ccccc3nc2Sc2nncn2C)cc1
99 | 13% | CCOC(=O)c1ccc(-n2c(C)cc(/C=C3\SC(=O)NC3=O)c2C)cc1
100 | 3% | Cc1ccc(N(CCCCN2C(=O)c3ccccc3C2=O)C(=O)c2ccc(Cl)s2)cc1
101 | -4% | O=C1/C(=C\c2ccccc2)SC(=S)N1NS(=O)(=O)c1ccccc1
102 | -2% | CN(C)S(=O)(=O)c1cccc(-c2nnc(SCc3cc(Cl)cc4c3OCOC4)n2N)c1
103 | -9% | CCCN(CCC)CCCNC(=O)CS(=O)Cc1nc(-c2ccc(OC)c(OC)c2)oc1C (stereo not drawn)
104 | -2% | N#Cc1ccc(-c2ccc(Cl)cc2)nc1Oc1ccc(F)cc1

Bioassay records (PubChem BioAssay)

Not all compounds are listed; count on the stated rates, not on these rows.
